CHRM5 agonist – CHRM5 agonism in calcium assay; hit rate 0.19% among 360,000; AID 624037; CHO-K1 hM5 cells, Fluo-8 calcium fluorescence; 0% DMSO wells, 100% maximal acetylcholine response; activation, % at 3 µM; P08912;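 active means activation above the run's mean over test compounds plus 3 SD, cut at about 23% in these data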;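 further: signal is peak over basal fluorescence ratio across the kinetic read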
CRFBP-R2 agonist – agonists of human CRF-binding protein/CRF-R2 receptor complex. hit rate 0.46% among 350,000. HEK293 CRF-R2/CRF-BP, calcium dye fluorescence (FLIPR); percent of saturating CRF peptide response. activation, % at 13.2 µM. AID 588473;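 active means activation of at least 50%, plus an integration ratio under a set limit after plate pattern correction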;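 further: plate controls were neutral control wells without compound for no effect and CRF at EC100 for full effect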
M1 antag – antagonists of human M1 muscarinic receptor; CHO-K1 hM1, Fluo-8 calcium fluorescence, ACh EC80 antagonist; inhibition, % at 3 µM; hit rate 1.3% among 360,000;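 active means percent inhibition above its own plate's cutoff, namely the mean of that plate's compound wells plus 3 SD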;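 further: peak over basal fluorescence ratio during 140 s after agonist addition; 0% = ACh EC80 plus DMSO and 100% = DMSO alone without agonist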
Target sequence (P11229 whole entry, looked up): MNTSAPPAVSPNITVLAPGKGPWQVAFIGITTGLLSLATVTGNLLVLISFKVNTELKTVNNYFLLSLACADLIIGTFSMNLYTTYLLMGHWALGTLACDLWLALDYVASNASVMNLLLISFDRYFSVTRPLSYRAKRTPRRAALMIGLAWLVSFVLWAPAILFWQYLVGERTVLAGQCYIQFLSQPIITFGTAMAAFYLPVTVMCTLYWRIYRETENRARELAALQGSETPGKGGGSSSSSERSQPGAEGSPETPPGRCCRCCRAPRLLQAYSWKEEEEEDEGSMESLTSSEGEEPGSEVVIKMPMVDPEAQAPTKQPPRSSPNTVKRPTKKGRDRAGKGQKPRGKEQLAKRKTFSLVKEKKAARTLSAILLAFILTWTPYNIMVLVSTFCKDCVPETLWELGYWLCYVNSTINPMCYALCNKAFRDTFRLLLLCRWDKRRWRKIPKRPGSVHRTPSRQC
CHRM5 PAM – CHRM5 positive allosteric modulation. P08912. CHO-K1 hM5, Fluo-8 calcium, ACh EC20 PAM; 0% = ACh EC20, 100% = ACh EC100. activation, % at 3 µM. hit rate 0.3% among 360,000;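 active means activation above the run cutoff, the mean activation of all test compounds plus 3 SD, cut at about 18% in these data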
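Measured by: Fluo-8 calcium fluorescence; material: human M5 receptor in CHO-K1 cells; schedule: Post-acetylcholine fluorescence recording 140 s; benchmarks: low control EC20 acetylcholine (0%), high control EC100 acetylcholine (100%); read-out: Max/basal fluorescence ratio as % of EC20–EC100 ACh window; compound: single dose, 3 µM nominal final test concentration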
CHRM4 PAM – potentiates acetylcholine response at human M4 receptor; P08173; CHO-K1 hM4/Gqi5, Fluo-8 calcium fluorescence, ACh EC20; 0% = ACh EC20, 100% = maximal ACh; activation, % at 3 µM; hit rate 0.4% among 360,000;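 active means activation above its plate's cutoff, the mean activation of sample wells plus 3 SD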; further: some results filed as inactive read as strong as hits
Target sequence (P08173 whole entry, looked up): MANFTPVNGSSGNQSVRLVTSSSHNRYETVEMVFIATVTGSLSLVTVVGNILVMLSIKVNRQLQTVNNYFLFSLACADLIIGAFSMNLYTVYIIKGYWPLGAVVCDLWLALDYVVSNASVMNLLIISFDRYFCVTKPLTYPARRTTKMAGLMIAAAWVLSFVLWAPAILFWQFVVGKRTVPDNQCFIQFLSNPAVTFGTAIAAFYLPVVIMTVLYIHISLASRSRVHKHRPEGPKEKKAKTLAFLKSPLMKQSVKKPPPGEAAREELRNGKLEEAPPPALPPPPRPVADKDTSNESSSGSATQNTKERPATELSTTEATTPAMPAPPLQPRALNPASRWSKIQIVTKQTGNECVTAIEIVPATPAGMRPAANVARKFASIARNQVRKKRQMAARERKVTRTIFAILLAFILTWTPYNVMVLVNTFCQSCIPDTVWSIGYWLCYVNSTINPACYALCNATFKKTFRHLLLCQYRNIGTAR
M1 PAM – human CHRM1 positive allosteric modulation; hit rate 0.088% among 360,000; P11229; CHO-K1 hM1, Fluo-8 calcium fluorescence, ACh EC20; 0% = ACh EC20, 100% = maximal ACh; activation, % at 3 µM; in the data active means activation above about 19%, passing the limit was not always enough
CHRM4 agonist – agonists of human muscarinic M4 receptor (CHRM4); P08173; CHO-K1 hM4/Gqi5, Fluo-8 calcium fluorescence; vehicle 0%, full acetylcholine response 100%; activation, % at 3 µM; hit rate 0.14% among 360,000;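 active means activation above the run mean over all test wells plus 3 SD, cut at about 32% in these data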;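 further: peak over basal fluorescence ratio per well then scaled between controls; 0% = DMSO wells and 100% = acetylcholine at EC100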
M5 antag – CHRM5 antagonism in calcium assay | P08912 | CHO-hM5 cells, Fluo-8 calcium fluorescence, ACh EC80 | inhibition, % at 3 µM | hit rate 0.59% among 360,000 | AID 624040;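 active means inhibition above a per-plate cutoff, the mean of that plate's test compounds plus 3 SD, cut at about 27% in these data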;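 further: 0% = acetylcholine EC80 with DMSO and 100% = DMSO without agonist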
CHRM4 antagonist – CHRM4 antagonism in calcium assay; P08173; CHO-hM4 cells, ACh EC80, Fluo-8 calcium fluorescence; inhibition, % at 3 µM; hit rate 0.73% among 360,000;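 active means inhibition above its plate's cutoff, the mean inhibition of sample wells plus 3 SD, cut at about 27% in these data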;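 further: 0% = acetylcholine EC80 with DMSO and 100% = DMSO without agonist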
Active calls of the source: *; x = not tested or not shown. Rows were taken by chance; 2.8% or so of the library scored in one or more.

SMILES	CHRM5 agonist	CRFBP-R2 agonist	M1 antag	CHRM5 PAM	CHRM4 PAM	M1 PAM	CHRM4 agonist	M5 antag	CHRM4 antagonist
OC(CN1CCC(Cc2ccccc2)CC1)c1ccccc1 (stereo not given)	-6	5.2	-2	-6	-6	-4	1	13	-6
CC(C)c1ccc(NC(=O)C(c2ccc3c(c2)OCO3)N2CCN(C(=O)c3ccco3)CC2)cc1 (stereo not given)	-11	4.7	10	-21	4	-8	3	2	-16
COc1ccccc1C(=O)Nc1ccc(Oc2ncnc3sc(-c4ccccc4)cc23)cc1	0	8.6	13	0	8	-4	0	-4	-3
O=C(Nc1nc(-c2ccccc2)cs1)NC1CCCCC1	1	1.2	1	1	2	2	6	0	2
CC(C)(C)c1ccc(-n2ncc3c2CCCC3NC(=O)CN2CCCC2=O)cc1 (stereo not given)	-1	-0.3	3	-7	0	2	3	6	-1
O=C(c1ccccn1)N1CCCC(N2CCN(c3ccccc3)CC2)C1 (stereo not given)	-1	0.0	-7	4	12	8	1	1	-12
COc1cc(N2C(=O)c3ccccc3C2=O)c(Cl)cc1C(=O)OCC(=O)N1CCOCC1	1	-0.8	-11	2	0	12	0	4	-5
Cc1ccccc1C(=O)NC(=S)NCC(=O)c1ccccc1	-4	-0.1	-22	2	3	6	0	1	-8
COc1ccc(S(=O)(=O)N(C)c2ccc(C(=O)Nc3c(C)n(C)n(-c4ccccc4)c3=O)cc2)cc1	2	-1.0	-4	2	7	7	4	0	-21
COc1cc(NC(C)C(=O)N2CC(C)OC(C)C2)cc(OC)c1 (stereo not given)	-3	0.2	-40	11	8	10	1	0	-2
CN(C)c1cccc(C(=O)N/C=C/n2cnc3cc(C(F)(F)F)ccc32)c1	-2	-2.1	-9	-1	3	4	1	2	-11
CC(=O)c1ccc(NC2OC(C)C(O)C(O)C2O)cc1 (stereo not given)	2	0.3	-7	-1	2	6	0	-1	0
CN(C)/N=C/c1ccc(/C=N/NC(N)=S)o1	-3	-4.4	-12	-2	5	4	0	11	0
O=C(Nc1ccc2c(c1)OCO2)C1CC(c2c(F)cccc2Cl)=NO1 (stereo not given)	-1	-0.3	1	-5	1	-2	4	-15	-10
COc1ccc(N=c2scc(-c3ccc(OC)cc3)n2CCO)cc1	-8	-1.6	-3	1	-6	5	6	11	5
Cc1cc(C)nc(NC(=O)c2ccc(OC(C)C)cc2)n1	-1	-0.5	-1	-3	5	7	1	5	-7
COc1ccc(N2CCN(C(=O)CCCn3c(=O)c4cccn4c4cccnc43)CC2)cc1	-3	-2.1	2	1	-1	1	2	-3	4
Cc1ccc(S(=O)(=O)c2nc(NCCN(C)C)sc2Cl)cc1	-6	-0.2	2	-9	12	-7	2	8	1
O=C1/C(=C/c2cccnc2)SC(=S)N1CCc1ccccc1	5	2.1	-9	5	-2	4	0	2	-8
CC(C)(C)CN1CCNC(=O)C1CC(=O)N1CCOc2ccccc2C1 (stereo not given)	-5	12	1	-10	3	4	1	-1	5
Cc1noc(C)c1S(=O)(=O)N(C)C[C@H]1Oc2ccc(NC(=O)Cc3ccccc3)cc2C(=O)N([C@H](C)CO)C[C@@H]1C	-1	-1.4	-17	6	5	7	0	1	-7
Cc1ccc(Nc2nc(N3CCOCC3)nc(N3CCOCC3)n2)cc1C	0	-0.3	3	-5	3	1	-1	4	7
CCC/C(C#Cc1ccc(N(C)C)cc1)=C1/c2ccccc2C(=O)N1c1ccccc1	11	79*	5	-4	-7	2	16	13	9
CN(Cc1ccsc1)C(=O)CCc1nnc(CCCc2ccccc2)o1	1	0.2	-9	3	-6	7	1	5	7
CCOC(=O)c1c(NC(=O)C(C)N2CCN(C(=O)c3ccco3)CC2)sc2c1CCCC2 (stereo not given)	27*	-0.9	37*	6	-32	-11	41*	-9	49*

Continued; the last 2 above are carried over.
SMILES	CHRM5 agonist	CRFBP-R2 agonist	M1 antag	CHRM5 PAM	CHRM4 PAM	M1 PAM	CHRM4 agonist	M5 antag	CHRM4 antagonist
CN(Cc1ccsc1)C(=O)CCc1nnc(CCCc2ccccc2)o1	1	0.2	-9	3	-6	7	1	5	7
CCOC(=O)c1c(NC(=O)C(C)N2CCN(C(=O)c3ccco3)CC2)sc2c1CCCC2 (stereo not given)	27*	-0.9	37*	6	-32	-11	41*	-9	49*
COC(=O)[C@@]12C[C@@H](CC(=O)NCC3CCCCC3)C(=O)N(Cc3cccc4ccccc34)C1=CCC(C)(C)C2	-1	x	x	1	8	x	1	0	-14
CCN(CCCNS(=O)(=O)c1ccc2c(c1)oc(=O)n2C)c1cccc(C)c1	4	-0.9	-9	-10	-2	3	4	6	-5
Cc1ccc(-c2cc(C(=O)N/N=C\c3cnn(C)c3C)c3ccccc3n2)cc1C	0	-1.2	-21	-1	-2	5	2	1	-1
Cc1cccc(NC(=O)c2ccc(S(=O)(=O)N3CCCCC3)cc2)n1	0	-0.5	2	-6	2	-5	7	-1	-13
COc1ccccc1C(=O)OCc1ccc2sc(C)nc2c1	1	2.9	-1	5	0	6	8	6	0
CCC(C)NCCCOc1ccc(Cl)cc1C(C)(C)C (stereo not given)	1	-0.2	-8	6	9	10	2	-5	-1
CC(=O)Nc1ccc(SCC(=O)Nc2ccc3c(c2)OCCO3)cc1	-2	2.2	-12	4	0	3	3	7	0
CC1OC2(C)OC(=N)C1(C#N)C(C#N)(C#N)C2c1ccccc1 (stereo not given)	0	44	1	-4	0	5	1	10	0
CN(C)c1ccc([N+](=O)[O-])cc1C(=O)NCC(c1ccco1)N(C)C (stereo not given)	0	-1.0	-21	0	0	17	4	2	-8
O=C(Cn1nc(-c2ccccc2F)ccc1=O)NCc1ccc2c(c1)OCO2	-1	-1.0	5	-6	5	-3	1	-2	3
CC(C)Nc1nc(-c2ccccn2)nc(-c2ccccc2)c1C#N	1	-0.5	-3	11	1	4	0	11	0
CCOc1cc2c3c(c1)C1(Nc4ccccc4S1)C(=O)N3C(C)(C)CC2C (stereo not given)	6	-1.7	0	-3	-1	0	-1	-2	0
O=C(NC1CC1)C1CCN(C2CCN(C(=O)CC3=CCCCC3)CC2)CC1	-4	1.6	7	3	-2	3	0	-2	1
CC1(C)Cc2ccccc2-c2nnc(-c3ccco3)n21	-4	-1.6	0	-9	3	0	1	-8	-20
O=C(COC(=O)/C=C/c1ccc(OC(F)F)cc1)NC1CCCCC1	0	-2.7	-16	-3	13	10	0	9	-8
Cc1cc(=O)n(CNC(=O)c2ccccc2)c(=S)[nH]1	3	1.5	10	-1	3	18	1	7	4
Cn1c(CC(=O)Nc2ccccc2F)nnc1SCC(=O)Nc1ccccc1Br	-1	-1.4	-6	3	1	4	-1	6	15
CCOC(=O)CCn1cc(F)c(=O)[nH]c1=O	0	-0.5	-16	2	3	9	0	14	-3
COc1ccc(NS(=O)(=O)c2ccc3oc(=O)c4[nH]c(=O)c(=O)n(C)c4c3c2)cc1	-1	0.3	-16	4	6	12	2	-8	-7
CC(=O)Nc1ccc(NC(=O)C2CCCN(c3nnc(-n4cccc4)s3)C2)cc1 (stereo not given)	0	0.0	-6	0	-6	6	5	-6	11
CCOC(=O)c1cnn(-c2ccccc2)c1NC(=O)c1ccc(C)cc1	-1	-0.5	-4	-1	0	5	-1	-5	13
COC(=O)c1cn(NC(=O)Cc2ccccc2Br)c(=O)c2ccccc12	-8	-1.1	-4	10	10	5	0	5	-11
COC(=O)c1ccc2cc(F)cc(C)c2n1	2	x	1	4	-5	-9	1	2	4
CSc1ccc(S(=O)(=O)Nc2ccc(S(=O)(=O)Nc3ccc(C)cc3)cc2)cc1	3	0.5	3	0	-11	10	5	4	17
O=C(COc1ccc(/C=N/NC(=O)c2ccccc2O)cc1)Nc1ccccc1	2	0.3	-5	-6	-2	4	6	6	-12

(cont.)
SMILES	CHRM5 agonist	CRFBP-R2 agonist	M1 antag	CHRM5 PAM	CHRM4 PAM	M1 PAM	CHRM4 agonist	M5 antag	CHRM4 antagonist
COc1ccc(-n2ncc3c2CC(C)(C)CC3NC(=O)CCCN2CCCC2=O)cc1 (stereo not given)	-4	-2.1	-7	-3	9	9	-1	18	3
COc1cc(/C=C/C(=O)c2ccc3c(c2)OCO3)cc(OC)c1OC	-2	-0.8	3	-4	2	-5	1	20	8
CCc1ccccc1NC(=O)C1CCN(S(=O)(=O)c2ccc(N3CCCC3=O)cc2)CC1	0	-2.6	-8	-2	2	3	2	2	-15
c1ccc(CCc2cc3ccccc3[nH]2)cc1	-3	0.1	-6	-10	3	0	-1	7	-8
CCc1nc2ccc(C(=O)N3CCN(S(=O)(=O)CC)CC3)cn2c1N(CC)Cc1cccc(Br)c1	-4	x	9	-6	0	-20	2	-8	-11
c1ccc(C2(CNc3ccccn3)CCCC2)cc1	-7	-1.0	20	-12	-13	-23	0	3	13
COc1ccc(NC(=O)C(C/C=C(/C)Cl)C(C)=O)cc1 (stereo not given)	-3	-0.9	-15	2	1	1	0	-10	-1
COc1ccc(-c2nnc3ccc(SCC(=O)N4CCCCC4)nn23)cc1OC	0	0.5	-10	-1	2	5	0	3	-1
Cc1ccc(C(=O)/C=C2\NCC(C)NC2=O)cc1 (stereo not given)	-1	-1.6	-2	-4	5	4	0	4	4
Cc1cccc(-c2nnc(N)s2)c1	0	-2.3	-6	11	8	10	0	1	-7
CC(=O)Nc1ccc(C(=O)Nc2nc(-c3cccnc3)cs2)cc1	3	-4.0	5	-2	-7	3	9	9	-5
CCc1nnc(-n2nc(C)cc2-c2ccccc2)n1N	0	1.2	-15	5	5	4	1	-6	-3
COc1ccccc1NC(=O)Nc1ccc2[nH]c(=O)[nH]c2c1	0	3.0	-6	9	9	6	0	-3	-12
COc1cc(CN2C[C@@H](CO)O[C@@H](n3cnc4c(NCCCO)ncnc43)C2)cc(OC)c1OC	1	x	-15	0	0	3	0	3	1
Cc1ccc(C(=O)CSc2nnnn2Cc2ccccc2)cc1C	-3	3.9	-6	-4	-32	8	1	4	8
Cc1cccc(C)c1NC(=O)CN(C)C(=O)c1ccc(OCc2ccccc2)cc1	1	-1.6	-8	7	16*	4	1	-4	-15
Cc1cc2cc(CN(Cc3cccs3)C(=S)NCC3CCCO3)c(=O)[nH]c2cc1C (stereo not given)	-4	4.6	-1	-5	-2	1	3	17	-2
Cc1c(C(=O)Nc2ccc(S(=O)(=O)N(C)C3CCN(C)CC3)cc2)oc2ccccc12	-9	1.2	-3	3	-6	-2	5	4	12
CCCCNC(=O)c1onc(CSc2ccc(C(C)C)cc2)c1C(=O)O	4	-4.1	-4	4	3	-1	3	4	3
O=C(CSc1cn(Cc2ccccc2)c2ccccc12)NCc1ccc(F)cc1	0	-0.3	8	-4	3	-4	1	2	1
CCOC(=O)c1[nH]c2ccccc2c1NC(=S)Nc1ccccc1C	0	-2.7	4	-1	2	2	1	-1	-14
O=C(Cn1cncn1)N/N=C/c1ccncc1	0	-4.1	-8	0	-3	21	2	13	6
COc1c(O[C@@H]2O[C@H](CO)[C@@H](O)[C@H](O)[C@H]2O)cc2c(c1OC)-c1ccc(SC)c(=O)cc1C(NC(C)=O)CC2 (stereo not given in full)	0	-0.7	-29	-12	-2	16	0	15	-3

4 entries from above, sorted by the value under M1 antag, rising:
Molecule,M1 antag
CCc1nnc(-n2nc(C)cc2-c2ccccc2)n1N,-15
O=C(Cn1cncn1)N/N=C/c1ccncc1,-8
CCCCNC(=O)c1onc(CSc2ccc(C(C)C)cc2)c1C(=O)O,-4
CCc1nc2ccc(C(=O)N3CCN(S(=O)(=O)CC)CC3)cn2c1N(CC)Cc1cccc(Br)c1,9

Screening results deposited in PubChem BioAssay by several laboratories.
